# FUS suppressor: suppressors of FUS proteinopathy in yeast; S. cerevisiae FUS-expressing, growth rescue, OD600, 24 h; Potency, µM (titrated, usually from 76.6 µM), for inactives: at the highest dose growth rescue (activation), usual class: activators; actives 0.24% (n = 390,000); AID 1347120;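 also: plate controls were DMSO vehicle for no effect and reference control for full effect; nearly all actives have a fitted effect of over 55% in size; some results filed as inactive show a strong effect at the top dose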
#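 Cultures pregrown in 2.5% raffinose medium are shifted to minimal medium containing 2% galactose to express toxic FUS. Compounds are tested at several concentrations. After 24hr at 30C, growth is quantified at 600 nm absorbance.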
# EPAC1 antagonist: EPAC1 (human) antagonism; O95398; EPAC1 GEF assay, Rap1b-BODIPY-GDP exchange fluorescence; Potency, µM (highest dose often 115 µM), for inactives: at the top dose activity change, negative = inhibition, most hits filed as inhibitors; actives 0.14% (n = 360,000);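 also: plate controls were vehicle for no effect and positive control for full effect; nearly all actives have a fitted effect of over 50% in size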
# aSyn rescue: inhibitors of alpha-synuclein toxicity in yeast | Potency, µM (top dose mostly 46.1 µM), for the others: top-dose growth rescue (activation), hits mostly activators | Yeast expressing alpha-synuclein, growth rescue, BacTiter-Glo, 24 h | actives 0.14% (n = 370,000) | AID 652106; also: % of control where 0% means no effect; nearly all actives have a fitted effect of over 65% in size
#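 Rescue of yeast growth: cells expressing toxic alpha-synuclein, induced in galactose at OD600 0.02, incubated with compound 24 h at 30 C. ATP luminescence quantified growth; inhibitors of toxicity appear as activators.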
# EPAC1 agonist: activates human EPAC1 exchange factor; O95398; EPAC1 agonist qHTS, biochemical assay; response scale: 100% = response to 6.5 mM cAMP; actives 0.073% (n = 360,000); AID 720707; Potency, µM (top dose mostly 154 µM), for the others: at the highest dose activation, actives largely listed as activators; also: nearly all actives have a fitted effect of over 60% in size
#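 Multi-concentration qHTS readout: loss of Rap1B-bound BODIPY-GDP fluorescence driven by 100 nM EPAC1 with excess GDP (50 uM), monitored kinetically at room temperature; agonist response expressed relative to 6.5 mM cAMP.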
# EPAC2 antagonist: blocks human EPAC2 exchange factor; EPAC2 GEF exchange of Rap1B-BODIPY-GDP, fluorescence; actives 0.18% (n = 360,000); Q8WZA2; AID 720708; Potency, µM (doses to about 114 µM), for the others: at the top dose activity, negative = inhibition, actives largely listed as inhibitors; also: % is scaled to controls: 0 for no effect and ±100 for the full control effect; nearly all actives have a fitted effect of over 45% in size; many of its hits are not listed in these tables
# EPAC2 agonist: agonists of human EPAC2 (RAPGEF4); Q8WZA2; EPAC2 activation, biochemical qHTS; response scale: 100% = 6.5 mM cAMP response; Potency, µM (top dose mostly 154 µM), for the others: at the top dose activation, usual class: activators; actives 0.079% (n = 360,000); also: nearly all actives have a fitted effect of over 50% in size
#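 Fluorescence exchange assay: 100 nM EPAC2 with 250 nM RAP1B-BODIPY-GDP and 50 uM GDP; compounds tested as a concentration-titration series (qHTS). Loss of Rap1-bound BODIPY-GDP fluorescence read at 480/540 nm; data normalized to 6.5 mM cAMP.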
# TDP-43 yeast inh: rescues yeast growth from TDP-43 toxicity. AID 652104. Potency, µM (doses to about 46.1 µM), for inactives: top-dose growth rescue (activation), actives largely listed as activators. TDP-43 expressing yeast growth rescue, BacTiter-Glo, 24 h. actives 1.8% (n = 410,000); also: % of control where 0% means no effect; nearly all actives have a fitted effect of over 50% in size
#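 Yeast expressing TDP-43 (pregrown in raffinose, seeded at OD600=0.02 in galactose medium) exposed to compounds 24 hr at 30 deg C. Growth read by BacTiter-Glo luminescence; rescue of toxicity appears as increased signal.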
# PTHR1 agonist: agonists of human PTHR1 parathyroid hormone receptor; Q03431; HEK293 GP2 PTHR1 cells, GloSensor cAMP luminescence, 1 h; Potency, µM (doses to about 115 µM), for the others: at the highest dose activation, most hits filed as activators; actives 0.075% (n = 410,000); also: nearly all actives have a fitted effect of over 55% in size; some results filed as inactive show a strong effect at the top dose; inactives centre near -15; many of its hits are not listed in these tables
# Target sequence (Q03431 whole entry, looked up): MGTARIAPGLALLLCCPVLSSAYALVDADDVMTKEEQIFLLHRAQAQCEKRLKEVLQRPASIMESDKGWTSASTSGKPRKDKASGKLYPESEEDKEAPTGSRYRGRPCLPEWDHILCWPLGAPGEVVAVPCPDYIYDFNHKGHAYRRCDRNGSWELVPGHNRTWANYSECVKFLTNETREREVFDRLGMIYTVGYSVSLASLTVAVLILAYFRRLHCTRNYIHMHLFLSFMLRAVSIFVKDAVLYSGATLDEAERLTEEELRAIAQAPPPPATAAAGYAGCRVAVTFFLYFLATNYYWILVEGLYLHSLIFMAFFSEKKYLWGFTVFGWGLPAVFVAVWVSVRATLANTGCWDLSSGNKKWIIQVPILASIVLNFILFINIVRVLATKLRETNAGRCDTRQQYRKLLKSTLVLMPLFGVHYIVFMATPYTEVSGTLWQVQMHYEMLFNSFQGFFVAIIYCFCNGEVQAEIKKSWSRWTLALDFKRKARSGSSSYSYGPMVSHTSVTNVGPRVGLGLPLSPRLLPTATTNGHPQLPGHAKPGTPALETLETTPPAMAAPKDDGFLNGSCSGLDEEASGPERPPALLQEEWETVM
#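 HEK-293-derived GP2 cells expressing PTHR1 and a GloSensor cAMP reporter, 3,000/well, plated overnight, given luciferin plus IBMX (each 0.5 mM as added) for 1 h at 37 °C, then compound for 1 h at 37 °C. Luminescence was read after 15 min at room temperature.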
# Active calls of the source: *; i = inactive; ? = inconclusive; / = not tested or not shown; & = joins results of further samples; [ ] = dose if it differs, or a comment. Calls follow the shape of the dose curve; as a rule, active = well fitted curve in the direction sought with a large enough effect; inconclusive = small, poorly fitted or top-dose-only effect, or another doubt; inactive = no such curve, though single readings can be large; an effect the other way counts as inactive or inconclusive. Potency is read from the fitted curve at half-maximal effect.
no.	Structure	FUS suppressor	EPAC1 antagonist	aSyn rescue	EPAC1 agonist
1	N#Cc1cccnc1N1CCC(C(N)=O)CC1	-4%	-9%	-4%	-3%
2	C=CCC1(C)C(=O)N(c2ccccc2)c2ccccc21 (centres undefined)	-2%	0%	6%	1%
3	COc1ccc(CC(=O)Nc2cccc(S(=O)(=O)N3CCOCC3)c2)cc1OC	26%	-6%	-3%[1.84 µM]	-10%
4	COc1cccc(CNC(=O)CCSCc2ccccc2F)c1	1%	-15%	6%	5%
5	O=C(NCC(=O)N1CCN(Cc2c(F)cccc2Cl)CC1)c1cccs1	-2%	23%	-8%	3%
6	CC(=O)c1ccccc1OC(=O)c1ccc([N+](=O)[O-])o1	9%	-9%	?	-8%
7	COC(=O)CCC(=O)OC1(C)C(=O)C=C2C=C(C3CC3)N(CCCOC(C)C)C=C2C1=O (centres undefined)	12%	?	0%	-2%
8	O=C(CCl)c1ccc2c(c1)CCN2C(=O)C1CCCCC1	5%	-22%	-47%[inhibitor]	-5%
9	C[C@H](NC(=O)C[C@@H]1CC[C@H]2[C@@H](COC[C@H](O)CN2Cc2ccc(C(F)(F)F)cc2)O1)c1ccccc1	-3%	3%	0%	-10%
10	O=C(CSc1ncccn1)NCc1cccs1	-5%	3%	0%	10%
11	Cc1ccccc1NC(=O)c1sc2nc3c(c(-c4ccco4)c2c1N)CCC3	22%	-3%	10%	2%
12	COc1ccc(NC(=O)C2Cc3c(-c4ccncc4)ccnc3O2)cc1OC (centres undefined)	-24%	9%	2%	8%

no.	EPAC2 antagonist	EPAC2 agonist	TDP-43 yeast inh	PTHR1 agonist
1	2%	6%	-3%	i
2	-2%	6%	13%	i
3	-1%	1%	-18%	-82%[inhibitor]
4	1%	12%	14µM*	18%
5	9%	7%	-8%	i
6	10%	-2%	10µM*	-6%
7	-24%	23%	0%	0%
8	18%	2%	?	-34%[inhibitor]
9	-8%	1%	23%	-16%
10	4%	10%	10%	i
11	-1%	-5%	26%	-9%[57.5 µM]
12	5%	11%	23%	i

# The list goes on:
no.	Structure	FUS suppressor	EPAC1 antagonist	aSyn rescue	EPAC1 agonist
13	COc1ccc(-c2ccc3c(c2)C2CC3CCN2C(=O)C(C)(C)C)cc1 (centres undefined)	28%	-16%	-12%	-15%
14	CC1(C(=O)Nc2ccc3c(c2)OCO3)CCN1C(=O)c1ccco1 (centres undefined)	-14%	-1%	1%	1%
15	CCn1c(SCC(=O)N/N=C/c2c[nH]c3ccccc23)nnc1-c1ccc(C(C)(C)C)cc1	-20%	-19%	7%	-8%
16	O=C(COC(=O)c1ccccc1O)Nc1cccnc1Cl	10%	-12%	6%	-12%
17	O=C1CSC(c2ccccc2)N1CC(O)c1ccc([N+](=O)[O-])cc1 (centres undefined)	9%	8%	5%	8%
18	c1ccc(-c2cn(C[C@H]3CC[C@@H]([C@@H]4CC[C@H](Cn5cc(-c6ccccc6)nn5)O4)O3)nn2)cc1	-20%	-9%	3%	-5%
19	Cc1cc(=O)c(C(=O)Nc2cccc(N3CCCC3=O)c2)nn1-c1ccccc1Cl	/	-22%	-2%	10%
20	O=C(CCS(=O)(=O)c1ccccc1)N1CCN(c2cccc(C(F)(F)F)c2)CC1	30%	-16%	2%	-17%
21	CC(O)[C@H]1CC[C@H]2[C@@H]3CC[C@H]4C[C@H](O)CC[C@]4(C)[C@H]3[C@H](O)C[C@]12C (some centres undefined)	23%	0%	1%	9%
22	Nc1cc(N)nc(SCC(=O)c2ccc3c(c2)NC(=O)CO3)n1	34%	-15%	-5%	4%
23	Cc1cc(C)n(-c2nnc(C)n2/N=C/c2cc(Br)ccc2OCc2ccccc2)n1	16%	-20%	18%	4%
24	Cc1cc(C(O)c2ncc(-c3ccccc3Cl)[nH]2)ccc1F (centres undefined)	-12%	-15%	3%	3%

no.	EPAC2 antagonist	EPAC2 agonist	TDP-43 yeast inh	PTHR1 agonist
13	-28%	16%	3%	-9%
14	-3%	-4%	5%	i
15	-21%	-6%	18%	-42%[inhibitor]
16	-9%	1%	-7%	i
17	-2%	3%	8%	-16%
18	11%	-3%	0%	-50%[inhibitor]
19	-1%	-1%	1%	-20%
20	-6%	0%	30%	-25%
21	0%	3%	30%	i
22	5%	2%	-25%	i
23	-37%	9%[15.6 µM]	-29%	-13%[57.5 µM]
24	-9%	9%	16%	i

# The list goes on.
no.	Structure	FUS suppressor	EPAC1 antagonist	aSyn rescue	EPAC1 agonist
25	COC(=O)C1CC2=C(CCCC2=O)N(Cc2ccccc2)C1=O (centres undefined)	-24%	-25%	-1%	-19%
26	Cc1ccc(C(=O)CNc2cc(C)ccc2C)cc1	-2%	-6%	-4%	2%
27	O=C(NCCNS(=O)(=O)c1cccc(C(F)(F)F)c1)c1cc(OCC(F)(F)F)ccc1OCC(F)(F)F	20%	-5%	0%	-19%
28	CC(=O)Nc1ccc(S(=O)(=O)Nc2nccs2)cc1	14%	-2%	0%	1%
29	CC(C)Cn1c(N)c(C(=O)CSc2nc3ncc(Cl)cc3[nH]2)c(=O)n(C)c1=O	12%	-25%	-6%	-61%[inhibitor]
30	CC1(C)NC(=O)N(CC(O)CN2C(=O)NC(C)(C)C2=O)C1=O	-6%	5%	1%	-7%
31	C/C(=N/NC(=O)CNC(=O)COc1ccccc1)c1ccco1	0%	-3%	-2%	-6%
32	COc1cc(OC)cc(C(=O)Nc2cccc3nc(C)ccc23)c1	18%	2%	-4%	-2%
33	Cc1ccc(S(=O)(=O)Cc2ccc(C(=O)N3CCN(c4cc(C)ccc4C)CC3)o2)cc1	-1%	4%	1%	-2%
34	Cc1ccc(C2CC(=O)Nc3cc4c(cc32)OCO4)o1 (centres undefined)	26%	7%	0%	2%
35	CCCN1CCC(=O)N([C@H](COc2ccccc2)Cc2ccccc2)CC1	-20%	3%	-3%	-17%
36	CCCCSc1ncnc2c1ncn2C1CCCCO1 (centres undefined)	5%	-4%	6%	2%

no.	EPAC2 antagonist	EPAC2 agonist	TDP-43 yeast inh	PTHR1 agonist
25	18%	2%	14%	i
26	13%	0%	27%	-8%
27	-20%	-3%	-4%	-34%[inhibitor]
28	-11%	-2%	-13%	i
29	-6%	-4%	2%	-32%
30	18%	6%	27%	i
31	13%	0%	-13%	i
32	0%	2%	-3%	-26%
33	-3%	-7%	10%	-2%[57.5 µM]
34	10%	3%	-18%	-24%[57.5 µM]
35	-2%	5%	-17%	-48%[inhibitor]
36	-2%	14%	22%	-33%[inhibitor]

# (listing goes on)
no.	Structure	FUS suppressor	EPAC1 antagonist	aSyn rescue	EPAC1 agonist
37	COc1ccc(NC(=O)N(C)C[C@H]2Oc3c(NS(=O)(=O)c4cn(C)cn4)cccc3C(=O)N([C@H](C)CO)C[C@@H]2C)cc1	1%	4%	3%	12%
38	Cc1sc2ncnc(N3CCC(C(=O)Nc4cc(Cl)ccc4Cl)CC3)c2c1C	26%	9%	-10%	9%
39	CCCOc1ccc(C(=O)Nc2nc(C)c(Cc3ccc4c(c3)OCO4)s2)cc1	-7%	-15%	-2%	-5%
40	CC(C)c1ccc(OCC(=O)NC(Cc2c[nH]c3ccccc23)C(=O)O)cc1 (centres undefined)	-1%&6%	-10%	2%	-5%
41	COc1ccc(NC(=O)[C@H](NC(=O)[C@@H]2Cc3ccccc3CN2)c2ccccc2)cc1	11%	1%	1%	-20%
42	N#CNC(=Nc1cccc(F)c1)SCc1ccccc1F	-8%	-8%	-3%	-11%
43	CC(C)Oc1ccc(OCCSc2nc3ccccc3n2CC(=O)O)cc1	-9%	-25%	-3%	2%
44	COc1ccccc1N(C(=O)CNC(=O)c1ccco1)C(C(=O)NCC1CCCO1)c1ccccc1 (centres undefined)	-6%	7%	2%	5%
45	Cc1cc(C)c2c(CN3CCCCC3)cc(=O)oc2c1	-33%	-6%	-8%	-2%
46	CN(CC(=O)Nc1ccccc1)CC(=O)Nc1ccccc1Cl	-19%	12%	10%	16%
47	CCCCOc1ccc(/C=N/NC(=O)c2csc(C)c2C)cc1	32%	-6%	5%	0%
48	O=C1CCCCC(=O)[C@H](OC(=O)c2ccccc2)C[C@H](c2ccccc2)O1	4%	-9%	3%	-5%

no.	EPAC2 antagonist	EPAC2 agonist	TDP-43 yeast inh	PTHR1 agonist
37	-4%	-5%	22%	i
38	5%	-5%	11µM*	-23%
39	2%	7%	-2%	-63%[inhibitor]
40	1%	3%	-10%&0%	0%&-28%
41	8%	1%	-15%	?
42	1%[57.1 µM]	10%	8%	-37%[inhibitor]
43	-1%	3%	-14%	i
44	-1%	3%	13%	-31%[inhibitor]
45	?	14%	-11%	0%
46	-2%	1%	19%	i
47	-8%	4%	2%	-15%[57.5 µM]
48	-11%	7%	-10%	-1%

# Further records follow:
no.	Structure	FUS suppressor	EPAC1 antagonist	aSyn rescue	EPAC1 agonist
49	Nn1c(Cc2cccc3ccccc23)nnc1SCc1ccc(Cl)c(Cl)c1	-7%	-7%	?	4%
50	O=C(CNCc1ccncc1)Nc1cc(S(=O)(=O)N2CCCCC2)ccc1Cl	-9%	-20%	2%	2%
51	Cc1cc(C)c(C)c(S(=O)(=O)N2CCN(C(=O)c3ccccc3OCc3c(C)noc3C)CC2)c1C	-4%	-1%	3%	5%
52	Cc1cn(CCC(=O)Nc2ccccc2N2CCOCC2)c2ccccc12	21%	-1%	1%	-3%
53	COc1ccccc1NC(=O)c1ccc(NC(=O)c2ccco2)cc1	16%	11%	-5%	-5%
54	COc1ccc(-c2nnc(NC(=O)c3ccc(S(=O)(=O)N4CCCc5ccccc54)cc3)o2)cc1	11%	3%	6%	12%

no.	EPAC2 antagonist	EPAC2 agonist	TDP-43 yeast inh	PTHR1 agonist
49	1%	20%	?	-5%
50	13%	8%	0%	-5%
51	-16%	1%	16%	-55%[inhibitor]
52	0%	5%	0%	-6%
53	11%	4%	-6%	i
54	-3%	-7%	18%	-22%

# Rewritten with values under each structure: entries from further up
# The line under a structure holds: FUS suppressor	EPAC1 antagonist	aSyn rescue	EPAC1 agonist	EPAC2 antagonist	EPAC2 agonist	TDP-43 yeast inh	PTHR1 agonist
51) Cc1cc(C)c(C)c(S(=O)(=O)N2CCN(C(=O)c3ccccc3OCc3c(C)noc3C)CC2)c1C
→ -4%	-1%	3%	5%	-16%	1%	16%	-55%[inhibitor]
52) Cc1cn(CCC(=O)Nc2ccccc2N2CCOCC2)c2ccccc12
→ 21%	-1%	1%	-3%	0%	5%	0%	-6%
53) COc1ccccc1NC(=O)c1ccc(NC(=O)c2ccco2)cc1
→ 16%	11%	-5%	-5%	11%	4%	-6%	i

# Some of the compounds tested; rates above refer to the full screens.
